# Cneo AK release: Cryptococcus neoformans lysis via adenylate kinase release. C. neoformans lysis, adenylate kinase release luminescence, 4 h; normalised: neutral wells 0, clomiphene wells 100. lysis activity, % at 15 µM. actives 0.2% (n = 360,000). AID 651654;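 active = mean lysis activity across replicates of at least 80%, whatever share of replicates individually reach that level; inactive = mean lysis activity below 80%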
#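 Material: C. neoformans cells; Schedule: 4 h static compound exposure, 37 °C, read 1 h post-reagent; Measured by: adenylate kinase release luminescence; Read-out: signal increase indicating cell lysis; Controls: Clomiphene as positive lysis control.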
# ARNT TACC3 PPI: disrupts binding between human ARNT and TACC3; Q9Y6A5; AlphaScreen His-ARNT PAS-B/GST-TACC3 binding, luminescence; TACC3 fragment carries E629A point mutation; inhibition, % at 9.99 µM; actives 0.66% (n = 390,000);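 active = mean inhibition of replicates at least 50% and at least half of replicates each reaching 50%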;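 note: 0% = complete ARNT plus TACC3 wells and 100% = ARNT alone without TACC3; many hits fall short of the cut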
# PglD DTNB: PglD (C. jejuni) enzyme inhibition; purified PglD enzyme, DTNB colorimetric CoA detection; inhibition, % at 12.5 µM; actives 0.098% (n = 360,000); AID 602405; in the data active = inhibition above about 16%, passing the limit was not always enough; note: strong numbers were not always called active
# LGR2 antag: Drosophila LGR2 receptor signaling inhibition. HEK293 LGR2, CRE-luciferase, bursicon-stimulated, 4 h. inhibition, % at 9.99 µM. actives 0.35% (n = 380,000);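 active = drop in luminescence signal, shown as inhibition above about 50% in the replicate tests, limit read from the data, passing the limit was not always enough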;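 note: agonist challenge used bursicon conditioned medium at about half maximal strength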
# PAX8 inh HTS: lowers PAX8-driven luciferase in RMG-I cells | RMG-I TPO-luciferase reporter, SteadyGlo, 24 h | actives 1.2% (n = 360,000) | inhibition, % at 12.6 µM;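 active = mean replicate inhibition at least 60% with every replicate also reaching 60%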;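 note: luciferase light reporting Pax8 driven TPO promoter activity; plate controls were median of neutral control wells for no effect and mitoxantrone controls for full effect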
# Statin myotox sup: suppressors of simvastatin-induced myotoxicity in C2C12 myotubes; rescue of ATP level, % at 7.49 µM; actives 0.78% (n = 330,000); AID 602340; ATP luminescence, 48 h; scaled: DMSO 0, geranylgeraniol control 100;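 active = mean ATP rescue above about 67%, or every replicate alone reaching that limit, limit read from the data, passing the limit was not always enough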;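 note: myotubes were challenged with 10 µM simvastatin during compound exposure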
# GSIS activator: primary screen for activators of insulin secretion dependent on glucose, INS-1E cells, GLuc reporter luminescence | actives 0.61% (n = 370,000) | INS-1E GLuc reporter insulin secretion, 2-3 h | AID 743287 | activation, % at 16.6 µM;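 active = lowest replicate activation of at least 40%, so every replicate reaches that level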;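 note: 0% = median of neutral control wells and 100% = median of IBMX positive control wells; some compounds called inactive have numbers as strong as hits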
# PGC1a acetyl inh: lowers PGC1a acetylation signal in U2OS cells; AlphaScreen anti-acetyl-lysine; with virally co-expressed GCN5 acetyltransferase; inhibition, % at 15.6 µM; actives 0.17% (n = 350,000); AID 651687;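 active = every replicate shows inhibition of at least 40%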;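 note: 0% = neutral control wells and 100% = positive control wells; some results beyond the cut were filed as inactive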
# * = called active by the depositor; x = no result given.
Compound,Cneo AK release,ARNT TACC3 PPI,PglD DTNB,LGR2 antag,PAX8 inh HTS,Statin myotox sup,GSIS activator,PGC1a acetyl inh
Cc1ccc2c(c1)C1CN(C)CCC1N2C(=O)c1ccccc1NS(=O)(=O)c1ccc(F)cc1C (stereo unspecified),-0.8,-14.2,0.1,22.4,14.3,x,2.5,-4.0
COc1ccc(CCNC(=O)c2cc(S(=O)(=O)N(C)C)ccc2N2CCCC2)cc1OC,-1.0,-4.9,-9.6,2.1,4.3,4.4,-4.5,x
COc1ccccc1N1CCN(CC(=O)N2CCCC2)CC1,x,4.6,x,1.0,-11.0,x,5.8,-5.0
COc1cccc(S(=O)(=O)N2C[C@H](O)COC[C@H]3O[C@H](CC(=O)N4CCN(c5ccccc5)CC4)CC[C@@H]32)c1,0.7,3.5,2.2,-1.5,-7.8,10.0,0.4,0.5
CCCNC(=O)N(C)C[C@@H]1Oc2ncc(-c3ccc(F)cc3)cc2C(=O)N([C@H](C)CO)C[C@H]1C,-1.7,-2.9,1.2,8.1,x,-6.7,6.4,-10.2
Cc1ccc(S(=O)(=O)N2CCCCC2)cc1C(=O)N(C)CC(=O)Nc1cccc(F)c1,1.6,-0.8,-4.6,12.1,0.7,-9.4,-4.3,x
C[C@@H]1CN([C@H](C)CO)C(=O)Cc2cc(NC(=O)CCC(F)(F)F)ccc2O[C@H]1CN(C)S(=O)(=O)c1cccs1,-3.5,-4.6,4.4,-10.0,x,10.1,5.2,7.9
CCCN1[C@@H]2c3ccc(-c4cccc(F)c4)c(=O)n3C[C@@H]2[C@@H](CO)[C@@H]1C(=O)N[C@H](C)c1ccccc1,-7.5,2.9,1.5,23.1,x,-7.9,-17.2,x
CN(CC(=O)Nc1ccccc1Cl)C(=O)COC(=O)C1CCN(c2ccc(C(F)(F)F)cn2)CC1,x,-1.1,x,16.0,-12.8,-6.8,-41.7,x
O=C1CC2CS(=O)(=O)CC2N1C1CCCCC1 (stereo unspecified),4.3,-2.1,-3.0,3.0,-9.6,1.7,15.0,2.5
Cc1nc(N2CCCCC2)nc(N2CCCCC2)c1C=O,-0.8,1.9,1.1,-10.0,4.1,-2.1,2.6,8.6
O=S(=O)(NCC(c1cccnc1)N1CCOCC1)c1cccs1 (stereo unspecified),-1.3,-1.1,1.6,-0.4,x,1.3,15.4,-2.5
COc1ccc(CN(Cc2ccc(C(=O)O)cc2)C(=S)Nc2ccc(C)cc2)cc1OC,-1.1,-11.4,1.8,x,-9.3,2.0,6.1,3.7
CCSc1ccccc1C(=O)NC1CCCCC1,x,-25.1,x,-12.0,15.3,x,-0.3,x
Cc1ccc(NC(=O)CSc2nnc(-c3ccccc3Br)o2)cc1C,0.6,-6.7,-7.0,5.6,x,3.7,-23.4,-14.5
Cc1cccc(S(=O)(=O)N2C[C@@H]3[C@H](c4ccccc42)[C@H](CO)N3Cc2ccc3c(c2)OCO3)c1,-1.2,4.9,1.6,14.3,44.5,-7.1,-9.9,-15.9
CCNC(=O)C(=O)NCC(c1cccs1)S(=O)(=O)c1ccc(C)cc1 (stereo unspecified),0.5,1.5,-2.7,-5.8,-11.9,3.0,14.5,6.9
COc1ccc(S(=O)(=O)N(C)C[C@H]2Oc3c(NS(=O)(=O)c4cn(C)cn4)cccc3C(=O)N([C@@H](C)CO)C[C@@H]2C)cc1,-2.2,x,-2.4,-0.7,-7.2,1.2,0.3,5.9
CCNc1nc(CN2CCOCC2)nc2sc3c(c12)CCC3,-3.3,9.3,-4.2,-9.5,x,1.1,5.4,-1.6
CC(C)C(=O)Nc1cccc(NC(=O)c2ccc(Cl)cc2Cl)c1,x,-1.1,x,9.3,-18.3,x,11.8,x
CC(=O)N(c1nnc(-c2cccc(C)c2)s1)C1CCCC1,-2.9,-7.5,-0.1,x,-147.4,11.8,x,-2.0
CC(C)C(=O)Nc1cc2c3c(c1)CCN3C(=O)CC2,2.0,-7.9,1.5,5.6,-20.1,11.3,6.4,11.4
O=C(c1ccc(F)cc1Cl)N1CCN(S(=O)(=O)c2cccs2)CC1,-1.1,x,-0.6,-4.6,1.7,-2.0,-4.1,x
Cc1noc(C)c1S(=O)(=O)N(C)C[C@H]1OCCCC[C@H](C)Oc2ccc(NC(=O)NC(C)C)cc2C(=O)N([C@H](C)CO)C[C@H]1C,-3.2,0.1,-0.8,-9.1,-10.8,x,11.6,-5.6
CN1CCN(C(=O)[C@H]2[C@H](CO)[C@H]3Cn4c(ccc(-c5cncnc5)c4=O)[C@H]3N2CC2CC2)CC1,2.7,-1.3,-2.1,-2.7,x,9.3,-1.9,x
C[C@@H]1CN([C@@H](C)CO)C(=O)c2cc(NS(=O)(=O)c3ccccc3)ccc2O[C@@H]1CN(C)Cc1ccc(-c2ccccc2)cc1,7.0,3.9,1.9,-8.5,14.9,14.4,-14.7,11.0
O=C(Nc1ccc2ccccc2c1)c1ccccc1F,-11.2,7.2,4.9,51.9*,-37.5,-27.6,10.9,12.1
CCCCC(Sc1nc(N)c(NC(=O)c2ccco2)c(=O)[nH]1)C(=O)O (stereo unspecified),-3.9,8.6,1.6,-1.9,5.3,-1.7,11.9,x
O=CC1=C(N2CCOCC2)/C(=C\c2ccccc2)CC1,0.0,-3.7,-2.3,-19.4,-2.1,10.2,1.6,-1.9
Cc1cc(NC(=O)CN2C(=O)N(C)C3(CCCCC3)C2=O)ccc1Br,-1.7,1.3,-7.4,-4.4,9.5,-18.8,-39.0,10.0
CN1C(=O)/C(=C/C=C2/CCCN2C)N(C)C1=S,-0.4,2.8,-3.4,14.8,18.7,-0.9,6.4,-1.3
CSCCC(NC(=O)c1ccco1)C(=O)NCC(c1ccco1)N1CCCCC1 (stereo unspecified),5.0,-2.4,2.4,-5.5,3.2,-0.9,5.3,1.0
CC1CCC(NC(=O)CN2C(=O)c3cccnc3Oc3ccc(Cl)cc32)CC1 (stereo unspecified),x,-7.6,x,13.9,-4.4,x,-7.8,x
C[C@H](NC(=O)C[C@H]1C=C[C@H](NC(=O)Cc2ccccn2)[C@@H](CO)O1)c1ccccc1,-2.4,5.7,1.4,5.6,x,0.4,-3.5,-8.0
O=S(=O)(Nc1cccc(-c2ccc3nncn3n2)c1)c1ccc(Cl)s1,x,-1.8,x,-3.7,8.3,x,24.5,x
CC(OC(=O)CNC(=O)c1ccc(Br)cc1)C(=O)NC1CCCCC1C (stereo unspecified),1.2,-25.9,-2.5,3.1,-2.6,0.2,-9.7,10.1
COc1ccc(S(=O)(=O)NC(CC(=O)NCCc2ccccc2)c2ccco2)cc1 (stereo unspecified),-1.8,-5.5,3.1,0.4,x,-4.3,1.0,-2.6
O=C(O)c1ccc(N/N=C/c2cc3c(cc2[N+](=O)[O-])OCO3)cc1,-2.7,1.0,-3.7,-24.4,-7.2,-15.8,38.4,-4.5
CC(C)c1ccccc1OCC(=O)Nc1ccc2[nH]ncc2c1,10.9,2.1,3.7,-0.1,-11.5,-2.0,5.7,1.2
Cc1ccc(S(=O)(=O)N(C)Cc2nc(-c3ccc(Br)cc3)no2)cc1,0.4,x,-0.9,14.1,8.1,8.9,-0.7,-6.1
COc1cc(C2N(c3ccc(Cl)c(Cl)c3)C(=O)C3CCCN32)cc(OC)c1OC (stereo unspecified),-4.0,4.6,2.5,x,1.9,-1.6,-0.1,5.5
CC(C)NC(=O)Nc1nnc([C@@H]2C[C@H](O)[C@@H](CO)O2)s1,-0.2,x,0.7,0.1,-8.0,-2.6,1.1,x
CS(=O)(=O)c1ccc(Cl)c(S(=O)(=O)NCc2ccccc2)c1,-0.5,1.0,2.7,x,x,27.2,x,2.0
O=C(Nc1ccccc1)O[C@@H]1C[C@H]2CCCC(=O)N3CC[C@@H](C1)[C@@H]23,0.8,-4.6,-0.1,-2.4,-4.3,18.0,-0.2,2.5
CCC1(CC)CNC(=O)NC1=O,x,-5.8,x,-8.2,-11.1,x,11.3,x
CCC(=O)N(C)C[C@H]1Oc2cc(-c3cccnc3)ccc2S(=O)(=O)N([C@@H](C)CO)C[C@@H]1C,6.4,-9.9,0.0,27.3,x,11.7,12.0,10.4
COc1cc(NC(=O)CCc2nnc3ccc(NCc4ccco4)nn23)cc(OC)c1,2.2,4.8,-1.5,18.5,12.4,10.9,0.3,7.9
COc1ccccc1CNC(=O)C[C@@H]1C[C@H]2c3cc(NC(=O)C4CCC4)ccc3O[C@H]2[C@H](CO)O1,-1.5,x,8.9,-8.0,6.0,-3.3,-11.9,7.6
Cc1nc2ccccc2n1CC(=O)OCC(=O)Nc1ccc2c(c1)OCCO2,0.4,x,-2.9,12.5,x,8.3,7.1,-28.7
S=C(c1ccccc1)N1CCCC1,3.7,-0.9,-5.4,-1.9,15.5,3.1,11.9,2.5
CCc1ccccc1OCC(=O)N1CCN(c2ncccn2)CC1,5.4,17.1,4.3,5.2,x,17.7,14.6,3.9
O=C(c1ccc(F)cc1)N1CC(=O)N2[C@H](CO)[C@H](c3ccc(-c4ccccc4)cc3)[C@@H]2C1,x,x,x,12.2,-6.9,x,-10.7,8.8
C[C@H](CO)N1C[C@H](C)[C@H](CN(C)S(=O)(=O)c2ccc(Cl)cc2)Oc2ccc(NC(=O)c3ccncc3)cc2CC1=O,-1.0,-7.2,-1.3,2.4,-5.2,16.6,9.6,5.2
CC(C)Oc1ccc(CNC(=O)CCCN2C(=O)C(c3ccccc3)Oc3cccnc32)cc1 (stereo unspecified),0.4,-0.1,-1.2,-5.3,-10.1,-8.2,1.5,-6.8
CN(C)c1oc(-c2ccc(Cl)cc2)nc1S(=O)(=O)c1ccccc1,-3.0,-5.0,1.0,-1.6,20.6,x,5.1,-11.3
CN(C)c1ccc2c(c1)[C@@H]1C[C@H](CC(=O)NCc3cccc(F)c3)O[C@@H](CO)[C@@H]1O2,-4.1,21.5,-1.1,7.4,2.0,-5.1,-7.4,-5.8
O=C(CSc1nnc(CCCN2C(=O)c3cccc4cccc(c34)C2=O)n1-c1ccccc1)NCCCN1CCOCC1,x,-6.2,x,19.6,36.7,x,2.5,x

# An excerpt of these results, with each value named.
CCc1ccccc1OCC(=O)N1CCN(c2ncccn2)CC1
  Cneo AK release = 5.4
  ARNT TACC3 PPI = 17.1
  PglD DTNB = 4.3
  LGR2 antag = 5.2
  PAX8 inh HTS = x
  Statin myotox sup = 17.7
  GSIS activator = 14.6
  PGC1a acetyl inh = 3.9
O=C(c1ccc(F)cc1)N1CC(=O)N2[C@H](CO)[C@H](c3ccc(-c4ccccc4)cc3)[C@@H]2C1
  Cneo AK release = x
  ARNT TACC3 PPI = x
  PglD DTNB = x
  LGR2 antag = 12.2
  PAX8 inh HTS = -6.9
  Statin myotox sup = x
  GSIS activator = -10.7
  PGC1a acetyl inh = 8.8
C[C@H](CO)N1C[C@H](C)[C@H](CN(C)S(=O)(=O)c2ccc(Cl)cc2)Oc2ccc(NC(=O)c3ccncc3)cc2CC1=O
  Cneo AK release = -1.0
  ARNT TACC3 PPI = -7.2
  PglD DTNB = -1.3
  LGR2 antag = 2.4
  PAX8 inh HTS = -5.2
  Statin myotox sup = 16.6
  GSIS activator = 9.6
  PGC1a acetyl inh = 5.2
CC(C)Oc1ccc(CNC(=O)CCCN2C(=O)C(c3ccccc3)Oc3cccnc32)cc1 (stereo unspecified)
  Cneo AK release = 0.4
  ARNT TACC3 PPI = -0.1
  PglD DTNB = -1.2
  LGR2 antag = -5.3
  PAX8 inh HTS = -10.1
  Statin myotox sup = -8.2
  GSIS activator = 1.5
  PGC1a acetyl inh = -6.8

# Screening results as filed in PubChem.
